Bioassay records: PubChem, several laboratories
GPR35 arrestin U2OS – inhibition of zaprinast-stimulated GPR35 beta-arrestin translocation – imaging, U2OS, beta-arrestin-GFP, zaprinast agonist, primary screen (AID 2058); U2OS GPR35 beta-arrestin-GFP translocation imaging, zaprinast antagonism; higher % means a stronger effect; one-dose inhibition, % at 10 µM; IC50 in µM for titrated hits; 0.052% of 290,000 active;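 active = inhibition of at least 50% with at least 30 cells and total cytoplasm GFP at most 10,000,000; inconclusive = under 30 cells or total GFP of 10,000,000 plus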
NS5 inhibitors – flavivirus cap methylation enzyme inhibition – biochemical, confirmation dose response, primary screen (AID 588689). Dengue-2 NS5 methyltransferase capping enzyme assay, biochemical; higher % means a stronger effect. inhibition, % at 25 µM; hits with a dose series show IC50 in µM. 0.3% of 340,000 active; in the data active = a potency from the dose series; inconclusive = inhibition above about 29% without an active follow-up result
RSV antiviral HEp-2 – RSV antiviral activity via CPE protection, HEp-2 cells, primary 10 µM value included (AID 2391); one-dose CPE inhibition, % at 10 µM; IC50 in µM for titrated hits; HEp-2 cells, RSV-induced CPE inhibition; higher % means a stronger effect; 0.13% of 310,000 active; in the data active = a potency from the dose series; inconclusive = CPE inhibition mostly from about 23% at the one dose, without a potency; inactive = the rest, 99 in 100 with CPE inhibition below about 21%; also: strong numbers were not always called active
Autophagy mod – autophagy modulation, high-content screen. 0.98% of 190,000 active. calls only at 10 µM (by protocol). AID 463193. MEF GFP-LC3 puncta imaging; test concentration mostly 10 µM;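 active = percentage of spot-positive cells more than 3 SD above its plate mean, without a fluorescence outlier flag or 80% toxicity; inconclusive = no clear call, values can overlap the other calls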;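 also: spot-positive cell cutoff set from DMSO-treated cells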
LYP inhibition – inhibitors of LYP phosphatase, biochemical, fluorescence intensity, uHTS (AID 1779). 0.054% of 290,000 active. inhibition, % at 11.5 µM, or IC50 in µM where a hit was titrated. recombinant LYP phosphatase, fluorescence intensity; higher % means a stronger effect; in the data active = inhibition above about 50%;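 also: plate controls were vehicle with enzyme for no effect and no enzyme for full effect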
WT yeast gro inh – growth inhibition of WT yeast, mitochondrial fusion screen. inhibition, % at 10 µM. mitochondrial fusion phenotypic screen, WT strain. 2.1% of 190,000 active; in the data active = inhibition above about 58%; tested in S. cerevisiae
AID2073 – inhibitors of Mint1-CaV2.2 protein interaction, biochemical, HTRF (AID 2073) | 0.19% of 290,000 active | HTRF protein-protein interaction, Mint1-CaV2.2; higher % means a stronger effect | inhibition, % at 20 µM; hits with a dose series show IC50 in µM; in the data active = inhibition mostly above about 51%, no sharp cut-off; inconclusive = no clear call, values can overlap the other calls; inactive = mostly below about 53%; also: some results filed as inactive read as strong as hits
NTR1 agonist – agonists of NTR1, primary screen, imaging, U2OS cells, beta-arrestin-GFP, high content (AID 493036); 0.17% of 330,000 active; activation, % at 20 µM; NTR1-U2OS beta-arrestin-GFP spot imaging, agonist mode; P30989;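 active = activation at or above 40% of the spot to cytoplasm intensity ratio, with at least 20 cells analyzed; inconclusive = wells under 20 cells, flagged as cytotoxic or low count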;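 also: 0% = DMSO without peptide and 100% = 100 nM NTR1 peptide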
Target sequence (P30989 whole entry, looked up): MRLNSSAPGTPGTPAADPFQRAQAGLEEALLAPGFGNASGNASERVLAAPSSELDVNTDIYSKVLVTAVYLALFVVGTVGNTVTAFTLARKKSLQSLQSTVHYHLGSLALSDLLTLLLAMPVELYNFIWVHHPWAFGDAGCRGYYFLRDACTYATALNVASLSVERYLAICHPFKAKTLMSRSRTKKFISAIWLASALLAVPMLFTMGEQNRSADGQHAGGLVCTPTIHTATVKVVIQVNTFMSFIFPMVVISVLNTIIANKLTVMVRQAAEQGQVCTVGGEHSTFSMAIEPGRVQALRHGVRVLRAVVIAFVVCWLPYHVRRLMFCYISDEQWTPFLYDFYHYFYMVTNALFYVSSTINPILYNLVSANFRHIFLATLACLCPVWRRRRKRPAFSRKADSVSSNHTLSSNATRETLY
UTI89 phage lysis – inhibition of K1F phage lysis, E. coli UTI89, bacterial capsule biogenesis inhibitors, alamar blue (AID 488966); one-dose inhibition, % at 100 µM; IC50 in µM for titrated hits; E. coli UTI89 K1F phage lysis, alamar blue, 2 h; higher % means a stronger effect; 0.02% of 340,000 active;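 active = phage lysis inhibition, versus mean bacterial control, above a set limit; inconclusive = no clear call, values can overlap the other calls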;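 also: capsule biogenesis inhibitors block K1F phage lysis so surviving cells raise fluorescence; higher fluorescence means more inhibition of phage lysis; actives were called in the ten point dose series up to 300 µM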
WT yeast gro inh mutant strain – second read-out of WT yeast gro inh, no call of its own (marks repeat the call); inhibition, %; mitochondrial fusion phenotypic screen, mutant strain inhibition
Autophagy mod cell loss 18 h – further read-out of Autophagy mod, marked with its call; toxicity, %; measured here: cell loss, nuclei count;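 cell loss after 18 h compound exposure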
NTR1 agonist cell count 20 µM – second read-out of NTR1 agonist, no call of its own (marks repeat the call); cell count; measured here: cell count, cytotoxicity flag
NS5 inhibitors pilot replicate – further read-out of NS5 inhibitors, marked with its call; inhibition, %; measured here: pilot screen replicate inhibition
Active calls of the source: *; i = inactive; ? = inconclusive; . = no result given; + = active, no number; & = joins results of further samples; [ ] = remark or other dose.

SMILES	GPR35 arrestin U2OS	NS5 inhibitors	RSV antiviral HEp-2	Autophagy mod	Autophagy mod cell loss 18 h	LYP inhibition	WT yeast gro inh	WT yeast gro inh mutant strain	AID2073	NTR1 agonist	NTR1 agonist cell count 20 µM	UTI89 phage lysis	others
O=C(O)CCC(=O)Nc1nc2nccc(-c3ccccc3)n2n1	4.4%	1.2%	-1.5%	.	.	-4.6%	.	.	14.3%	0.5	65	3.0%[50 µM]
CCC1CCCCN1CCCNC(=O)CC1Oc2ccc(C)cc2NC1=O (stereo not given)	-5.2%	-1.4%	-0.9%	i	-3.0	-1.4%	-1.1	2.8	-14.5%	-3.4	52	0.8%
COc1ccccc1C1CC(c2ccco2)=NN1c1ccccc1 (stereo not given)	-15.7%	-9.0%	7.6%	i	3.8	-20.1%	56.2	-9.2	?	4.1	67	-0.4%[50 µM]
CCOc1cc(C=O)cc(Cl)c1OCC(N)=O	1.2%	-2.7%	-0.1%	i	-45.9	1.7%	-1.9	-4.6	16.7%	-0.4	82	0.1%
Cc1cc(C)cc(N(C(=O)Cn2nnc(-c3ccccc3)n2)C(C(=O)NC2CCCCC2)c2ccccn2)c1 (stereo not given)	-19.4%	0.0%	1.1%	i	11.1	3.2%	-4.2	-6.8	3.2%	5.5	47	3.1%
CCCCOc1ccc(C(=O)NCC(=O)NCC(c2ccc(OC)cc2)N2CCOCC2)cc1 (stereo not given)	.	-6.2%	-0.4%	.	.	.	.	.	.	2.8	51	0.0%[50 µM]
COc1ccc(S(=O)(=O)N2CCOCC2)cc1NC(=O)COC(=O)C1CC2CCCC(C1)C2=O (stereo not given)	-0.1%	-4.6%	2.1%	.	.	-6.6%	.	.	18.9%	0.3	109	-0.1%[50 µM]
CCN(CCn1cccn1)Cc1nc(-c2ccc(C(=O)OC)cc2)no1	4.5%	.	0.6%	i	-20.0	-6.4%	5.2	12.6	-15.1%	4.4	28	.
CCCCn1nc(C(=O)NNC(=O)c2ccncc2)c2ccccc2c1=O	-5.8%	0.7%	3.9%	.	.	-10.7%	.	.	13.3%	0.5	66	-0.1%
Cc1cccc(NC2SC(=O)N(c3ccccc3)C2=O)c1 (stereo not given)	11.1%	1.4%	0.7%	i	-3.7	-2.9%	2.2	-3.1	-1.2%	-0.5	33	8.2%
CC(C)c1ccc(/C=C/C(=O)Nc2nn[nH]n2)cc1	-3.0%	.	0.4%	i	15.9	-3.1%	4.4	1.0	6.4%	2.3	57	.
Cc1cccc(OCC(=O)Nc2ccc(S(=O)(=O)Nc3ccccn3)cc2)c1	21.3%	1.5%	2.0%	i	-1.8	-2.0%	4.8	11.7	-3.3%	2.2	48	0.2%
COc1ccc(CCNc2c([N+](=O)[O-])c(=O)oc3ccccc23)cc1OC	-16.0%	-3.5%	2.2%	i	3.8	5.1%	2.9	-1.0	6.7%	2.2	94	0.3%
Nc1ccc(C(=O)OCC(=O)Nc2cc([N+](=O)[O-])ccc2F)cc1	3.0%	-2.7%	1.7%	i	-11.9	-0.3%	-25.3	-6.7	-4.7%	-0.8	73	0.1%
O=C(NCCN1C(=O)S/C(=C\c2ccc(Cl)c(Cl)c2)C1=O)C1COc2ccccc2O1 (stereo not given)	-13.0%	1.5%	?	i	-3.9	-2.0%	38.2	33.6	23.3%	9.9	52	1.5%
NS(=O)(=O)c1ccc(N/N=C2/CCCCC2C2CCCCC2)c([N+](=O)[O-])c1 (stereo not given)	-9.9%	1.1%	-1.9%	i	-3.1	8.4%	95.6*	92.5*	23.7%	18.0	43	-1.2%
CCn1c(O)c(C=Nc2ccccc2)sc1=O	-1.6%	0.8%	-1.7%	i	-22.7	-8.8%	-3.3	-16.9	12.3%	-0.3	50	-0.1%
CN(CC(=O)Nc1cccc(F)c1)C(=O)c1ccc(OCc2ccccc2)cc1	.	-7.7%	1.5%	.	.	.	.	.	.	2.1	86	0.1%[50 µM]
O=C(NCc1ccncc1)c1ccc(S(=O)(=O)Nc2ccccc2)cc1	.	1.4%	-0.3%	.	.	.	.	.	.	-0.3	65	0.2%[50 µM]
COC(=O)c1ccc(Oc2nc3c(c(=O)n(C)c(=O)n3C)n2CCC(C)C)cc1	0.9%	-3.4%	1.3%	i	-15.5	-0.9%	-16.6	-13.4	13.6%	3.6	46	0.3%
O=C(c1ccco1)N1CCN(S(=O)(=O)c2ccc3[nH]c(=O)oc3c2)CC1	26.5%	-6.5%	-0.3%	i	4.3	-5.4%	0.2	10.0	1.3%	-1.2	36	2.8%
CCOc1ccccc1NC(=O)COC(=O)C1CCC1	9.3%	3.2%	0.6%	.	.	-2.5%	.	.	5.4%	1.0	57	-0.7%[50 µM]
CCCCOc1ccc(C(=O)Oc2ccc(C)nc2)cc1	14.5%	-4.0%	0.8%	i	-4.7	-2.3%	9.8	20.5	9.1%	10.3	70	-0.6%
O=c1oc2ccccc2cc1-c1nc2c(s1)CCCC2	15.1%	3.4%	.	i	16.9	1.8%	8.4	-11.2	44.4%	2.2	81	2.5%
Cc1ccc(C(=O)N2CCN(c3ncccn3)CC2)cc1	4.4%	1.3%	-0.5%	.	.	-6.2%	.	.	2.4%	-0.2	101	-1.5%[50 µM]
C[C@]12CCC(=O)C=C1CC[C@@H]1[C@@H]2[C@@H](O)C[C@@]2(C)[C@H]1CC[C@]2(O)C(=O)CO	-4.8%	-35.2%&-7.5%	-2.3%	i	16.1	-4.1%	-3.1	4.5	-5.8%	-0.1&1.1	48&66	2.8%&3.7%
COc1ccc(Nc2nnc(SCc3cc(=O)n4ccsc4n3)s2)cc1	8.4%	17.7%	26.5%	i	11.3	-10.1%	-4.9	7.1	5.8%	0.0	62	1.3%
CC(C)Oc1ccc(CNC(=S)N/N=C/c2cccnc2)cc1	13.8%	-7.6%	3.1%	i	-7.2	-2.3%	37.5	4.2	5.3%	0.1	44	0.3%
COc1ccc(CCN2CC(C(=O)Nc3cccc(C(C)=O)c3)CC2=O)cc1OC (stereo not given)	3.3%	-10.1%	4.3%	+	-2.1*	-4.6%	17.6	-9.7	6.3%	-0.9	44	0.9%
CCN(CCCNC(=O)c1c(C)cc(=O)oc1C)c1ccccc1	-2.2%	-8.8%	.	i	-8.1	-5.2%	17.4	20.9	-11.5%	0.1	83	1.9%
O=C(Nc1ccccc1F)c1ccn[nH]1	-4.9%	-10.1%	6.1%	i	10.2	-1.2%	-25.9	3.6	-1.1%	0.6	33	-0.2%
CCN(CC(=O)Nc1ccccc1OC)CC(=O)Nc1sccc1C#N	0.7%	-7.5%	2.1%	i	5.4	0.5%	-12.7	10.5	8.1%	-0.4	38	0.1%
O=C(O)COc1ccc(/C=C/C(=O)c2ccc(C3CCCCC3)cc2)cc1	2.16µM*	47.7µM*	3.6%	.	.	1.9%	.	.	20.1%	5.1	40	-1.0%
CC(C)CCn1c(N2CCc3ccccc3C2)nc2c1c(=O)[nH]c(=O)n2C	14.2%	-2.8%	1.4%	i	1.6	-2.9%	16.8	-7.7	9.1%	-0.2	67	-1.5%
CSc1nc(=S)c2[nH]c(=S)[nH]c2[nH]1	12.7%	30.6µM*	5.9%	.	.	-1.0%	.	.	24.2%	.	.	0.6%[50 µM]
O=C(c1cccs1)N1CCN(S(=O)(=O)N2CCOCC2)CC1	6.4%	-1.7%	-0.4%	i	-9.4	-2.0%	-3.7	-1.9	0.2%	-1.8	46	0.9%
COc1ccc(NC(=O)c2nc3nc(C)cc(C(F)F)n3n2)cc1OC	-5.5%	-2.1%	1.9%	i	13.5	-4.3%	10.2	4.7	-3.4%	-3.4	55	3.2%
CCOc1cc(/C=N/n2c(C)nc3ccccc3c2=O)ccc1O	0.2%	-3.6%	2.6%	.	.	-5.6%	.	.	5.9%	-1.7	49	0.2%
COc1ccccc1CNc1ncc(-c2ccccc2)n1C	-10.0%	2.0%	.	.	.	-4.3%	.	.	7.6%	0.8	72	0.0%	NS5 inhibitors pilot replicate=2.7
Cc1ccc2nc(-c3ccc(SCC(=O)Nc4nnc(C)s4)nc3)[nH]c2c1	-4.7%	-3.2%	0.4%	i	18.1	-4.7%	19.3	11.2	15.1%	14.0	78	2.3%[50 µM]
Cc1cc(C)nc(SCc2nnc(SCC(=O)Nc3c(C)cccc3C)o2)n1	3.5%	1.1%	0.2%	i	-3.3	-4.6%	-9.3	-10.4	-5.9%	1.3	46	0.2%
COC(=O)C(Cc1ccccc1)NS(=O)(=O)c1ccc(F)cc1Br (stereo not given)	-6.8%	-9.6%	-0.1%	.	.	-2.9%	.	.	-11.8%	3.8	100	-0.7%
CC(CC(=O)Nc1ccc(F)cc1)S(=O)(=O)c1ccc2c(c1)NC(=O)CO2 (stereo not given)	-19.5%	0.0%	0.2%	.	.	-15.5%	.	.	10.8%	-0.6	91	-0.1%
O=C(CNC(=O)c1ccc(Br)o1)NCC1CCCCC1	.	-4.6%	-0.2%	.	.	.	.	.	.	2.3	50	0.6%[50 µM]
CC(=O)N1CC(=O)N=C1SCC(=O)Nc1nc(C)c(-c2ccccc2)s1	-2.9%	5.3%	-2.1%	i	-5.2	-8.0%	1.5	10.8	-15.2%	5.9	60	-0.1%
COc1cc(C(=O)Nc2cc(C(F)(F)F)ccc2N2CCOCC2)ccc1OCC(=O)N1CCOCC1	.	-0.7%	-2.0%	.	.	.	.	.	.	0.0	70	0.3%[50 µM]
CCCCC1=CC2=C(c3ccco3)C(=O)C(C)(OC(=O)c3ccc(OC)cc3)C(=O)C2=CN1CCc1ccccn1 (stereo not given)	10.3%	?	-0.5%	.	.	-7.5%	.	.	4.4%	-0.2	60	5.1%
O=C1CCCN1CC(O)CS(=O)(=O)c1ccc(Cl)cc1 (stereo not given)	8.4%	2.0%	3.2%	i	7.0	-5.8%	12.3	-2.8	-2.8%	1.4	79	0.4%	NS5 inhibitors pilot replicate=4.1
C=CCn1c(=O)c(C(=O)NCc2ccc3c(c2)OCO3)c(O)c2cc(OC)c(OC)cc21	-5.4%	.	2.0%	.	.	-13.4%	.	.	20.9%	-0.5	53	2.4%

Retrieved by compound from the entries so far, 2 records:
SMILES	GPR35 arrestin U2OS	NS5 inhibitors	RSV antiviral HEp-2	Autophagy mod	Autophagy mod cell loss 18 h	LYP inhibition	WT yeast gro inh	WT yeast gro inh mutant strain	AID2073	NTR1 agonist	NTR1 agonist cell count 20 µM	UTI89 phage lysis	others
COc1ccc(NC(=O)c2nc3nc(C)cc(C(F)F)n3n2)cc1OC	-5.5%	-2.1%	1.9%	i	13.5	-4.3%	10.2	4.7	-3.4%	-3.4	55	3.2%
Cc1ccc2nc(-c3ccc(SCC(=O)Nc4nnc(C)s4)nc3)[nH]c2c1	-4.7%	-3.2%	0.4%	i	18.1	-4.7%	19.3	11.2	15.1%	14.0	78	2.3%[50 µM]
